# High-throughput results (PubChem BioAssay)
# TNAP inh hi DEA = inhibitors of human TNAP at high phosphate acceptor concentration; P05186; purified TNAP, CDP-star luminescence, 1 M DEA; inhibition, % at 20 µM; 0.03% of 200,000 active;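 active = over 50% inhibition of tissue-nonspecific alkaline phosphatase at 20 µM in the single-dose screen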;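 also: plate controls were DMSO wells for no effect and EDTA-quenched wells as full inhibition for full effect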
# Target sequence (P05186 whole entry, looked up): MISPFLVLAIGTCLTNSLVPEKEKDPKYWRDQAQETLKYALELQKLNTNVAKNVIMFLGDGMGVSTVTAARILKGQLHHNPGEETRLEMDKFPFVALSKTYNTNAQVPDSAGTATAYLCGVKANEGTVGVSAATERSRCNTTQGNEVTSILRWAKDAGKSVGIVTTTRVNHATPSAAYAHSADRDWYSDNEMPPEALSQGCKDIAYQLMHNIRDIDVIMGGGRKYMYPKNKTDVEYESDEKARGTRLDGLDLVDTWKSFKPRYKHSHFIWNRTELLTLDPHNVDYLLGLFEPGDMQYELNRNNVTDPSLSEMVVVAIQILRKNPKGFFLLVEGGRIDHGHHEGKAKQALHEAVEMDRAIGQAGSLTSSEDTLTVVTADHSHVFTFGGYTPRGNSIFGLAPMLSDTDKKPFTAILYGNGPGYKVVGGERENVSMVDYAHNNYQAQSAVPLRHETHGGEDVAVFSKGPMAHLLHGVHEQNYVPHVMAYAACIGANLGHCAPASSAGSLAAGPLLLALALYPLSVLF
# TNAP act hiacc = activators of human TNAP at high phosphate acceptor concentration. P05186. purified TNAP, CDP-star luminescence, 1 M DEA, 30 min; active compounds read high; 0 = EDTA background, 1 = DMSO-only activity. activation factor at 20 µM. 200,000 tested, under 10 active. AID 1136;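 active = activation factor at least 2 at 20 µM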
#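 Measured by: Luminescent substrate turnover signal | Test system: Human TNAP | Input: TNAP 1/800 final | Dosing: 20 µM single point | Schedule: 30 min, room temperature | Controls: EDTA wells as negative control, DMSO wells as positive control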
# PMI activator = phosphomannose isomerase (human) activation. 0.005% of 190,000 active. activation factor at 20 µM. AID 1214. purified human PMI, coupled resazurin fluorescence, 20 min; active compounds read high; 1 = vehicle control, 0 substrate-free wells. P34949;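 active = activation factor of 2 or more at 20 µM, relative to plate controls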
# Target sequence (P34949 whole entry, looked up): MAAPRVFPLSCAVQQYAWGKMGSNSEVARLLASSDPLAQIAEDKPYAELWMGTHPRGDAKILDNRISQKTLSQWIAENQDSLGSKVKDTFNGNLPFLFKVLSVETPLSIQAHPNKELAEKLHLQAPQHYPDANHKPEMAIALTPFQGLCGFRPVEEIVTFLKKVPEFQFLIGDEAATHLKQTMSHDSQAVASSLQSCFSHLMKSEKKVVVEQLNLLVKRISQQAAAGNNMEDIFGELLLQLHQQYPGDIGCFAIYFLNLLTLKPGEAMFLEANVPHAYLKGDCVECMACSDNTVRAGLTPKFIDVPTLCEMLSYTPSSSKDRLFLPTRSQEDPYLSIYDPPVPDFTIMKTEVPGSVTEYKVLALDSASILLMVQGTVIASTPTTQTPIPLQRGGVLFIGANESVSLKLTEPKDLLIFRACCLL
# FLuc inhib CS = counter-screen for luciferase assay inhibitors: firefly luciferase inhibition. ATPLite firefly luciferase biochemical luminescence, 10 min. inhibition, % at 10 µM. 1.5% of 200,000 active. AID 1006;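 active = inhibition above about 50% when tested at 10 µM, limit read from the data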
# bIAP activator = increases bovine intestinal alkaline phosphatase activity; 0.17% of 200,000 active; activation factor at 20 µM; purified bovine IAP, CDP-star luminescence, 30 min; active compounds read high; fold of DMSO-control signal, blank-subtracted; AID 1016;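 active = activation factor of 2 or more at 20 µM, a signal rise over negative controls twice the positive control's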
# PMI act hi M6P = PMI (human) activation, high substrate | 0.34% of 190,000 active | activation factor at 20 µM | coupled PMI enzyme assay, resazurin fluorescence, 20 min; active compounds read high; 1 = untreated enzyme, 0 = substrate-free blank | P34949;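 active = activation factor of 2 or more at 20 µM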
#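 Technique: Diaphorase-driven resazurin-to-resorufin fluorescence, excitation 544, emission 590 nm | Assay system: Human PMI in coupled enzyme assay | Times: Enzyme reaction with compound 20 min at room temperature | Medium: HEPES-buffered pH 7.4 with magnesium and detergent | Reagent: Mannose-6-phosphate 1.0 mM (near-saturating) plus 0.22 mM NADP+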
# APP 5'UTR act = activates APP 5'UTR luciferase reporter | SH-SY5Y APP 5'UTR luciferase reporter, luminescence; zero percent = DMSO vehicle wells | activation, % at 2 µM | 1% of 190,000 active | AID 1276;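 active = activation above a set limit, based on mean plus 3 SD of controls, cut at about 140% in these data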; also: values of inactives mirror those of a sister screen read the other way
# TNAP inh noacc = TNAP (human) inhibition, acceptor-free conditions. P05186. purified TNAP, CDP-star luminescence, 30 min. inhibition, % at 20 µM. 0.26% of 200,000 active;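 active = tissue-nonspecific alkaline phosphatase inhibition above about 50% at 20 µM in the single-dose screen, limit read from the data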;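 also: 0% = DMSO negative control and 100% = EDTA positive control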
# FLuc act counter = firefly luciferase counter-screen for stimulation assays; P08659; ATPlite luciferase biochemical, luminescence, 10 min; 0 = ATP-free wells, 1 = DMSO control; activation factor at 10 µM; 200,000 tested, under 10 active;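 active = luciferase activation factor, scaled between plate controls, of at least 2 with compound at 10 µM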
#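 Material: Luciferase/luciferin reagent mix | Doses: Test compounds dosed from 2 mM stocks in 100% DMSO | Timing: 10 min incubation after luciferase reagent addition, room temperature | Measured by: Luminescence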
# NF-kB expr up = NF-kB expression increase, human neuronal cells. fold change at 12.5 µM. NF-kB reporter expression; active compounds read high. 1.6% of 190,000 active; in the data active = fold change above about 3.3
# Active calls of the source: *; · = not tested or not shown.
SMILES	bIAP activator	APP 5'UTR act	NF-kB expr up	PMI act hi M6P	TNAP inh noacc	TNAP inh hi DEA	FLuc inhib CS	TNAP act hiacc	PMI activator	FLuc act counter
Cc1csc(NC(=O)CCC(=O)c2cccs2)n1	0.9	17	1.2	0.9	-11	-2	0	1	1	1
Cc1nnc(SCC(=O)Nc2ccc3c(c2)OCO3)n(N)c1=O	0.9	-6	0.93	1	-18	-6	-6	1.1	1.1	1.1
O=C(N1CCOCC1)N1CCN(C(c2ccccc2)c2ccccc2)CC1	1.1	0	1.1	0.9	-2	0	-2	1	0.9	1
COc1ccc(CN(CC2CCCO2)C(=O)CN2C(=O)C(C)Oc3ccc(C)cc32)cc1OC (stereo not drawn)	1.1	-18	0.53	0.8	3	1	-4	1	1.1	1
O=C(COC(=O)c1ccncc1)NCCCc1ccccc1	1.2	6	1.2	1	-7	-1	1	1	1.1	1
COc1ccc(S(=O)CC(=O)Nc2ccc(Cl)cc2Cl)cc1 (stereo not drawn)	1.2	-3	1.1	1	-3	-4	-9	1	1	1.1
CCOC(=O)C1CCCN(CCC(=O)Nc2cc(C)ccc2C)C1 (stereo not drawn)	1	-1	0.94	0.9	-7	-7	-11	1.1	1	1.1
Cc1cc(C(=O)OCC(=O)N2CCN(c3ccccc3)CC2)c2ccccc2n1	1	-3	0.82	1.2	-2	3	0	1	1.2	1
O=C(Nc1nnc(C23CC4CC(CC(C4)C2)C3)s1)c1ccc(N2C(=O)CCC2=O)cc1	0.9	-5	1	0.8	4	-5	-4	1	0.8	1
Cc1cccc(N2CCN(C(=O)C(C)n3nc(C)n4c(cc5occc54)c3=O)CC2)c1C (stereo not drawn)	1.1	-11	0.86	1.1	-9	-2	2	1	1	1

# The final 4 records of the part before are carried over, then new ones follow:
SMILES	bIAP activator	APP 5'UTR act	NF-kB expr up	PMI act hi M6P	TNAP inh noacc	TNAP inh hi DEA	FLuc inhib CS	TNAP act hiacc	PMI activator	FLuc act counter
CCOC(=O)C1CCCN(CCC(=O)Nc2cc(C)ccc2C)C1 (stereo not drawn)	1	-1	0.94	0.9	-7	-7	-11	1.1	1	1.1
Cc1cc(C(=O)OCC(=O)N2CCN(c3ccccc3)CC2)c2ccccc2n1	1	-3	0.82	1.2	-2	3	0	1	1.2	1
O=C(Nc1nnc(C23CC4CC(CC(C4)C2)C3)s1)c1ccc(N2C(=O)CCC2=O)cc1	0.9	-5	1	0.8	4	-5	-4	1	0.8	1
Cc1cccc(N2CCN(C(=O)C(C)n3nc(C)n4c(cc5occc54)c3=O)CC2)c1C (stereo not drawn)	1.1	-11	0.86	1.1	-9	-2	2	1	1	1
CC(C)c1cc(NCCCN2CCOCC2)n2c(nc3ccccc32)c1C#N	0.9	-2	0.84	0.8	-23	-2	-5	1	1	1.1
Cc1ccc(-c2cc(C#N)c(=O)n(Cc3c(Cl)cccc3Cl)c2)cc1	0.9	15	1.1	1.1	0	-5	-8	1.1	1.2	1.1
CC1=NNC(=O)C1CCC(=O)N/N=C\c1cccc(Cl)c1 (stereo not drawn)	1	1	1.3	1	-9	-5	-7	1	1	1.1
CC1Cc2ccccc2N1C(=O)c1cc2sccc2n1Cc1ccc(F)cc1 (stereo not drawn)	0.8	3	0.93	0.9	-7	-2	-5	1	0.8	1.1
Oc1cccc(NC(=S)Nc2ccc(SC(F)F)cc2)c1	1.1	19	1.6	0.8	-7	-2	0	1	0.8	1
O=c1[nH]c2c(cc1CNCCN1CCOCC1)c(-c1cccc(F)c1)nn2-c1ccccc1	1.2	·	·	1	-3	-6	-8	1.1	1.1	1.1
COc1ccc(C2Sc3nncn3N2Cc2ccc(C#N)cc2)cc1 (stereo not drawn)	1	8	1.2	0.9	-9	-3	-1	1	0.9	1
Cc1ccc(Cl)cc1N=C(N)N=C(N)N	1	15	0.92	1	-8	-1	-1	1	1	1
CCc1ccc(OCC(=O)NNC(=O)Cc2cccs2)cc1	0.9	6	0.9	1	-97	-2	-2	1	1	1
COC(=O)C1CCN(CC(=O)Nc2ccc(OC)c(Cl)c2)CC1	1.2	-2	1.1	1	-10	-1	2	1	1.1	1
CCN(C(=O)CSc1nnc2c3ccccc3n(CC)c2n1)C1CCS(=O)(=O)C1 (stereo not drawn)	0.9	11	1.2	1	-4	1	3	1	0.9	1
C=CCn1c(SCc2c(C(=O)OC)sc(N)c2C(=O)OC)nnc1-c1ccc(Cl)cc1	1	-7	0.87	1	-3	6	-1	0.9	1	1
COc1ccc(O)c(C=NCC(C)N=Cc2cc(OC)ccc2O)c1 (stereo not drawn)	1	11	1.1	0.5	30	4	-2	1	0.9	1
COC(=O)c1ccc(/C=N/NC(=O)CC(=O)NCC(C)C)cc1	0.9	·	1.2	0.8	-2	1	-3	1	0.9	1
COc1ccc(C(c2nnnn2Cc2cccs2)N2CCC(C(N)=O)CC2)c(OC)c1 (stereo not drawn)	1.1	12	1.1	1.1	-14	-5	-3	1	1	1
COc1ccc(OC)c2[nH]c(=O)c(CCNC(=O)c3ccc4c(c3)OCO4)cc12	1.2	6	0.87	0.9	-14	-4	0	1	1	1
O=C(NC1(C(F)(F)F)NC(=O)N(c2ccccc2F)C1=O)c1ccncc1 (stereo not drawn)	1	2	1.2	0.9	6	2	-4	1	0.8	1
O=C(Cc1c(Cl)cccc1Cl)Nc1cccc(S(=O)(=O)N2CCOCC2)c1	0.9	19	0.94	1	-11	2	-8	1	1	1.1
O=C(NCc1ccc(F)cc1)N[C@@H](Cc1ccccc1)C(=O)O	1	-9	1.1	1	-18	-8	-3	1.1	1	1
O=C(NN1C(=O)c2ccccc2NC1c1ccccn1)c1ccc([N+](=O)[O-])cc1 (stereo not drawn)	0.9	10	1.2	1	-44	-3	0	1	1	1
CC1(C)O[C@@H]2[C@@H](CO[C@@]3(COS(N)(=O)=O)OC(C)(C)O[C@@H]23)O1	1	·	·	1.1	-6	-3	-7	1	1	1.1
CCO/N=C(/c1nonc1N)N1CCN(c2ccc([N+](=O)[O-])cc2)CC1	0.8	6	1.3	1	-3	2	-6	1	0.9	1.1
O=C1/C(=C/c2ccc(F)cc2)CCC1C1CCCC1 (stereo not drawn)	0.9	96	1.8	1	-16	4	45	1	0.8	0.6
Cc1cccc(NC(=O)CN2CCN(CC(=O)Nc3cccc(C)c3)CC2)c1	0.7	-2	0.92	1	-16	-5	-6	1.1	1.1	1.1
CCN(CC)S(=O)(=O)c1cccc(-c2nnc(SCC(N)=O)n2CCc2ccccc2)c1	1	8	1.4	1	-8	0	-5	1	1	1.1
CN(C)CCCCOc1ccc(Br)cc1Cl	1	8	1.2	0.9	-8	-5	-5	1	0.9	1.1
O=C(CN1CCC(N2CCCCC2)CC1)N1CCOCC1	1.1	7	1	1.2	-11	-7	-7	1.1	1.1	1.1
Nc1nc(-c2sc3nc4c(cc3c2N)CCCC4)nc(N2CCOCC2)n1	1.4	45	0.93	0.9	-14	-6	40	1.1	1	0.6
COC(=O)c1cc(CN2CCN(c3ccccc3C)CC2)ccc1O	0.9	-12	0.83	0.9	-1	-6	-8	1.1	0.9	1.1
Cc1noc(C)c1S(=O)(=O)N(C)CC(=O)NCc1ccccc1	0.9	7	1.1	1.1	-10	2	0	1	1	1
Cc1ccc(NCc2n[nH]c(=S)n2-c2ccccc2)cc1	1.1	8	1.1	0.9	-3	-1	1	1	1	1
CC(=O)c1sc2nc(SCC(=O)N3CCCCC3)[nH]c(=O)c2c1C	0.9	9	0.99	1.1	-14	-2	-4	1	0.9	1
CC1(C)CC(=O)c2cc(C(=O)N3CCN(CCO)CC3)c(=O)n(-c3ccc(Cl)cc3)c2C1	1	-12	1	1	-7	-4	-4	1	0.9	1
Cc1c(NC=C(C#N)C#N)c(=O)n(-c2ccccc2)n1C	1	5	1.1	1	-7	-2	-2	1	1	1
CC(C)[C@@H]1NC(=O)c2cc([N+](=O)[O-])cc(I)c2OCC[C@@H](C(N)=O)NC(=O)[C@H](CCC(=O)O)NC1=O	1.2	16	1	1.2	-6	3	-4	1	1.2	1
COc1cc(/C=C\C(=O)NCc2ccc3c(c2)cc(C)n3C)cc(OC)c1OC	0.8	5	1	1	-8	-1	-8	1	1	1.1
C/C(CC(=O)Nc1ccccc1Br)=N\NC(=O)C(=O)N1CCCC1	0.8	1	0.94	0.9	66*	4	-4	1	0.8	1
CC(C)(C)NCc1cc(Br)ccc1OC1CCCC1	0.9	-13	1.1	1	-11	-5	-3	1	0.9	1
O=C(CC12CC3CC(C1)CC(CC(=O)NC1=NCCS1)(C3)C2)NC1=NCCS1	1	8	1.2	0.9	-5	0	-6	1	0.9	1.1
Cc1nc(NNC(=O)c2ccccc2)cc(-c2ccccc2)n1	1.3	-1	1.2	1	-16	-2	-1	1	1	1
Cn1nnnc1SCC(=O)Nc1ccccc1N1CCCCC1	1	0	1.1	1.1	-10	0	-7	1	1.1	1.1
Cc1ccc(-n2c(C)cc(C)c(C#N)c2=O)cc1Cl	0.8	-62	0.98	1	-12	0	-6	1	1	1.1
Cc1cccc(C(=O)NC(CC(=O)O)c2ccc(OC3CCCC3)cc2)c1[N+](=O)[O-] (stereo not drawn)	0.9	12	0.96	1.1	-13	-5	-1	1.1	1.2	1
Cc1cc(-n2c(C)cc(C(=S)N3CCOCC3)c2C)ccc1Br	1	-3	1.1	0.9	-2	-4	-4	1	0.8	1
S=C(NCCc1ccccc1)Nc1cccc2cnccc12	1.1	6	0.97	0.4	53*	2	-1	1	0.9	1
Cc1ccc(NC(=O)COC(=O)c2ccco2)cc1	0.9	15	1.1	0.9	3	0	27	1	0.9	0.7
Cc1ccc(C(=O)Nc2cccc(C(=O)N3CCN(C)CC3)c2)cc1	1	25	1.3	0.9	-3	-2	10	1	1	0.9
COC(=O)c1ccc(/C=N/NC(=O)CC(=O)NC2CCCCC2)cc1	1	1	1.2	1	-4	2	-4	1	1.1	1
C=CCOc1cccc(C2C(C(=O)c3ccc(C)o3)=C(O)C(=O)N2c2nccs2)c1 (stereo not drawn)	1	-3	1.1	1.4	-6	-1	2	1	1.2	1
CC1CC(Nc2ccccc2)=NC1(C)C (stereo not drawn)	1	-5	1.1	1.1	-7	-2	-4	1	1	1

# Other results
SMILES	bIAP activator	APP 5'UTR act	NF-kB expr up	PMI act hi M6P	TNAP inh noacc	TNAP inh hi DEA	FLuc inhib CS	TNAP act hiacc	PMI activator	FLuc act counter
O=C(/C=C/c1ccc(-c2ccccc2)o1)c1ccccc1	0.5	17	2.6	1	2	-1	1	1	0.8	1
Cc1ccc(F)cc1NC(=O)C1CCN(c2cnccn2)CC1	1	5	1	1	-14	-6	-7	1.1	1	1.1
O=C(COC(=O)Cc1ccc(Cl)cc1)Nc1ccccc1F	1	-11	1.1	0.8	-6	-5	-1	1.1	0.9	1
Cc1ccc(C(=O)NC(=S)Nc2ccc(N3CCOCC3)cc2)cc1	1	-4	1.2	0.9	2	-2	-5	1	0.8	1
